Source: PubChem BioAssay
AmpC inh no detg – blocks E. coli AmpC beta-lactamase in detergent-free assay; P00811; 0.52% of 330,000 active; AmpC nitrocefin hydrolysis, absorbance 480 nm, 0.0001% Triton; Potency, µM (doses to about 57.1 µM), for inactives: at the top dose activity change, negative = inhibition, usual class: inhibitors;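 note: potency is the fitted concentration of half-maximal effect; plate controls were no compound for no effect and no enzyme for full effect; nearly all actives have a fitted effect of over 20% in size; some results filed as inactive show a strong effect at the top dose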
Target sequence (P00811 whole entry, looked up): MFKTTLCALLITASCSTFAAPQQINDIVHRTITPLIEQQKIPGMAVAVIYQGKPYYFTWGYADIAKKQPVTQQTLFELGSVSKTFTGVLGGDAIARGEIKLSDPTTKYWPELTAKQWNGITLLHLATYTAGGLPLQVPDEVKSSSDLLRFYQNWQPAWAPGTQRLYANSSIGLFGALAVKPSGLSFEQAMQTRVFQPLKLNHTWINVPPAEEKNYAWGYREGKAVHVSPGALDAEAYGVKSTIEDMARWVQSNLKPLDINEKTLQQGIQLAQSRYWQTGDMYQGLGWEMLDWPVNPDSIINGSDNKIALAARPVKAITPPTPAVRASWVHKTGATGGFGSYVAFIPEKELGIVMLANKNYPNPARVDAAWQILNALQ
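AmpC (5.3 nM in the dispensed reagent) in 20 mM phosphate pH 7.0 with 0.01% (detergent screen) or 0.0001% Triton X-100 was preincubated with compounds for 15 min at room temperature. Nitrocefin was then added from an 800 uM solution, and hydrolysis was followed at 480 nm.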
AmpC inh detg – inhibitors of E. coli AmpC beta-lactamase with detergent; AmpC hydrolysis of nitrocefin, absorbance 480 nm, 0.01% Triton; AID 485294; 0.041% of 370,000 active; P00811; Potency, µM (series often up to 114 µM), without a hit: at the top dose activity change, negative = inhibition, most hits filed as inhibitors;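 note: potency is the fitted concentration of half-maximal effect; 0% = no-compound wells and -100% = no-enzyme wells; nearly all actives have a fitted effect of over 25% in size; some results filed as inactive show a strong effect at the top dose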
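20 mM phosphate pH 7.0 + 0.01% (detergent screen) or 0.0001% Triton X-100; 5.3 nM AmpC reagent; cpd preinc 15 min RT; nitrocefin (800 uM stock) to start; A480 q20 s × 4 min; Activity was normalised to no-enzyme and no-compound control wells.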
AMA1-RON2 inh – inhibitors of Plasmodium falciparum AMA1-RON2 interaction; 0.2% of 360,000 active; Potency, µM (highest dose often 58.2 µM), inactives show top-dose activity change, negative = inhibition, usual class: inhibitors; AlphaScreen AMA1-biotinylated RON2 peptide binding;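 note: potency is the fitted concentration of half-maximal effect; 0% = vehicle wells and -100% = peptide control; nearly all actives have a fitted effect of over 45% in size; some results filed as inactive show a strong effect at the top dose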
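AMA1 (3D7) with his tag at 25 nM final met compounds first, then biotinylated RON2 peptide at 25 nM; detection used donor plus acceptor beads, 10 µg/mL apiece, read by AlphaScreen after 30 min at room temperature.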
TbPYK inhibitor – blocks Trypanosoma brucei pyruvate kinase; Q57TT1; TbPYK enzyme, Kinase-Glo Plus ATP luminescence, 45 min; Potency, µM (top dose mostly 76.8 µM), without a hit: at the highest dose activity, negative = inhibition, hits mostly inhibitors; 0.12% of 410,000 active; note: potency is the fitted concentration of half-maximal effect; nearly all actives have a fitted effect of over 50% in size
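ADP (130 uM final) triggers the TbPYK reaction after compound addition; incubation is 45 min at room temperature. Kinase-Glo Plus is then added and luminescence imaged. Normalized data are fitted to concentration-effect curves.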
HCMV antiviral – human cytomegalovirus inhibition | HFF cells, HCMV-luciferase reporter, 72 h; hits give low values | AID 1259415 | activity change, negative = inhibition, % at 57.5 µM | 4.5% of 410,000 active; in the data active = activity change below about -60%; inconclusive = no clear call, values can overlap the other calls; inactive = above about -39%
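HFF cells seeded 16 h at 37C, treated with compounds, infected with luciferase-reporter HCMV at MOI 1 PFU/cell; luciferase read at 72 h post infection, normalized to buffer-only and Salinomycin controls.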
Sm TGR block – inhibitors of Schistosoma mansoni thioredoxin glutathione reductase; purified TGR, DTNB reduction, TNB absorbance 405 nm; Potency, µM (titrated, usually from 114 µM), without a hit: top-dose activity change, negative = inhibition, usual class: inhibitors; 3% of 360,000 active; Q962Y6; note: potency is the fitted concentration of half-maximal effect; nearly all actives have a fitted effect of over 60% in size
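TGR 20 nM + NADPH 100 uM (dispensed conc.), cpd preinc 15 min RT; start with NADPH (500 uM addition) then DTNB (15 mM addition). Kinetic TNB absorbance, 405 nm filter. Four-parameter Hill fit across titration.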
LmPK inh – LmPK (Leishmania mexicana) enzyme inhibition; Q27686; purified LmPK, Kinase-Glo ATP luminescence, 1 h; Potency, µM (highest dose often 57.5 µM), inactives show at the highest dose activity change, negative = inhibition, most hits filed as inhibitors; 0.37% of 290,000 active; note: potency is the fitted concentration of half-maximal effect
Target sequence (Q27686 whole entry, looked up): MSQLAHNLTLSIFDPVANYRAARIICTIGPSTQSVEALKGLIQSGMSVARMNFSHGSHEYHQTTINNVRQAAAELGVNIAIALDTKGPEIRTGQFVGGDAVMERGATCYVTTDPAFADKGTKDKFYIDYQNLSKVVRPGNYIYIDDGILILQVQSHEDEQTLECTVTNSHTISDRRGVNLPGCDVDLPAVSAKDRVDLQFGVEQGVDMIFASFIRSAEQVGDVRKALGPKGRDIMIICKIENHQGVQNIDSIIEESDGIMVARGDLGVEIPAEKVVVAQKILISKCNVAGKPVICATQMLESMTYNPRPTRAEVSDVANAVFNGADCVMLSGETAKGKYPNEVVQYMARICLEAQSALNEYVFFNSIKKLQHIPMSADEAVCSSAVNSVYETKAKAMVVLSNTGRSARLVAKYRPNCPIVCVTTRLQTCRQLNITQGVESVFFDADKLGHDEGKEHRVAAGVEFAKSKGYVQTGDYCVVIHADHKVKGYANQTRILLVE
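Purified LmPK (0.1 nM) with 0.5 mM PEP and 0.1 mM ADP in imidazole buffer pH 7.2 with MgCl2/KCl, 1 h at room temperature. ATP formed was read by luciferase luminescence and normalized to no-enzyme and uninhibited controls.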
The depositor's hits bear a star; ? = inconclusive; · = not tested or not shown; & = joins results of further samples; [ ] = dose if it differs, or a comment. Unless noted, calls come from the whole dose curve; as a rule, active = well fitted curve in the direction sought with a large enough effect; inconclusive = small, poorly fitted or top-dose-only effect, or another doubt; inactive = no such curve, though single readings can be large; an effect the other way counts as inactive or inconclusive. Unless noted, % is set by controls: 0 for no effect and ±100 for the full control effect. Compounds were not picked by outcome (roughly 7.4% active in at least one column).

No.	SMILES	AmpC inh no detg	AmpC inh detg	AMA1-RON2 inh	TbPYK inhibitor
1	O=C(c1ccc(Oc2cc(Cl)cc(Cl)c2)o1)N1CCCCC1	27%	-5%	-2%	0%
2	O=C(COC(=O)c1cc2ccccc2oc1=O)Nc1cccc(Br)c1	-15%	0%	0%	-6%
3	O=C(CNC(=O)c1ccccc1Br)N/N=C/c1ccco1	-15%	4%	-3%	3%
4	Nc1nc2n(c1C(=O)c1ccccc1)CCC2	·	-1%	-5%	1%
5	Cc1ccccc1C(=O)Nc1sc2c(c1C(=O)N1CCCCC1)CCC(C)C2 (stereo unspecified)	·	2%	·	-1%
6	CC(C)c1cc(C(=O)N/N=C/C(Br)=C/c2ccccc2)n[nH]1	-40%	5%	67%[activator]	-5%
7	O=C(O)c1ccccc1Cc1nc2cc(Cl)ccc2c(=O)[nH]1	-23%	-1%	4%	2%
8	COc1cc(Br)cc(/C=N/c2ncn[nH]2)c1O	-11%	?	5%	-9%

No.	HCMV antiviral	Sm TGR block	LmPK inh
1	49	-16%	2%
2	23	-9%	·
3	14	-9%	-4%
4	-14	5%	4%
5	-12	-1%	·
6	0	?	0%
7	?	-24%	0%
8	·	5%	-14%

The list continues.
No.	SMILES	AmpC inh no detg	AmpC inh detg	AMA1-RON2 inh	TbPYK inhibitor
9	CCc1cccc(-n2c(=O)c3cccnc3n2CC(=O)Nc2ccccc2C(=O)OC)c1	·	4%	·	-4%
10	CCc1cccc2c(C(=O)COC(=O)c3nccnc3N)c[nH]c12	-17%	?	9%	-4%
11	c1ccc(CN2CCC(Nc3nc(-c4ccccc4)nc4ccccc34)CC2)cc1	35%	-8%	3%	4%
12	Cn1cc(C(=O)N/N=C/C(Br)=C\c2ccccc2)ccc1=O	-39%	-2%	16%	2%
13	CC(C)CC(N(C)C)C1(c2ccc(Cl)cc2)CCC1 (stereo unspecified)	-7%&-7%	·	2%&-12%	-11%&-4%&-9%
14	Cc1c(CC(=O)Nc2ccc(Cl)cc2)sc2ccc(Cl)cc12	-29%	5%	1%	1%
15	CC1(C)CC(=O)C/C(=N/NC(=O)CCCOc2ccc(Cl)cc2Cl)C1	1%	-15%	62%[activator]	1%
16	Cc1cc(C)c(NS(=O)(=O)c2cc(-c3onc(C)c3C)ccc2C)c(C)c1	·	1%	·	4%

No.	HCMV antiviral	Sm TGR block	LmPK inh
9	8	7%	·
10	-9	-7%	·
11	19	1%	8%
12	13	1%	-10%
13	?	·	·
14	9	-5%	4%
15	13	-5%	5%
16	-62*	0%	·

Following part
No.	SMILES	AmpC inh no detg	AmpC inh detg	AMA1-RON2 inh	TbPYK inhibitor
17	Clc1ccc(OCc2nc(-c3ccc(Br)o3)no2)cc1	-30%	-16%	1%	0%
18	NS(=O)(=O)c1ccc(NC(=O)CSc2ncn[nH]2)cc1	-25%	3%	-7%	-6%
19	COc1ccc(CNc2nc(-c3ccccc3)nn2C(=O)c2cccs2)cc1	-7%	-10%	3%	-6%
20	C[C@H]1COC(=O)[C@H](Cc2ccc(F)cc2)C/C=C\C[C@@H](CC(=O)N(CCO)Cc2ccccc2)C(=O)N1	188%[activator]	·	14%	-2%
21	Cc1ccccc1OCC(=O)NCc1ccccc1	-5%	-10%	8%	-1%
22	CCn1c(-c2cc3c(C(F)(F)F)nn(C)c3s2)n[nH]c1=S	-11%	-3%	66%[activator]	?
23	CCOc1ccc(S(=O)(=O)N2CCN(Cc3ccco3)CC2)cc1	16%	?	6%	6%
24	CN=C(Cc1ccccc1)C1=C(O)CC(C)(C)CC1=O	-2%	-4%	-10%	4%

No.	HCMV antiviral	Sm TGR block	LmPK inh
17	30	1%	2%
18	-37	10%	1%
19	28	0%	1%
20	?	·	·
21	33	-5%	0%
22	42	-23%	?
23	9	?	-6%
24	9	-21%	-6%

(cont.)
No.	SMILES	AmpC inh no detg	AmpC inh detg	AMA1-RON2 inh	TbPYK inhibitor
25	O=C(COc1ccc(Br)cc1)N1CCN(c2ccccc2)CC1	31%	?	0%	8%
26	CC(C)N(C)C(=O)c1ccc(OC2CCN(CCc3ccccc3)CC2)cc1	31%	6%	-2%	-2%
27	Cc1nn(-c2ccccc2)c(Cl)c1/C=N/NC(=O)CNC(=O)c1ccccc1Cl	-1%	-7%	13%	-24%
28	Cc1ccccc1Cn1cc(S(=O)(=O)c2ccc(C(C)C)cc2)c(=O)c2cc3c(cc21)OCO3	·	·	0%	1%
29	C/C(=N\NC(=O)c1cccc(S(=O)(=O)Nc2ccc(C)cc2C)c1)c1ccncc1	-17%	-16%	16%	2%
30	CC(C)NC(=O)C1(C)CCN1C(=O)c1c(F)cccc1F (stereo unspecified)	·	·	7%	-2%
31	COc1ccc(C(=O)O)cc1S(=O)(=O)N(C)CCc1cccnc1	-12%	-4%	-5%	5%
32	COc1ccc([N+](=O)[O-])cc1NC(=O)CSc1nc(C)c(C)c(C)n1	-25%	-25%	-3%[11.6 µM]	-1%

No.	HCMV antiviral	Sm TGR block	LmPK inh
25	4	5%	1%
26	-30	-1%	4%
27	?	1%	0%
28	0	·	·
29	-31	-1%	·
30	-3	·	·
31	-16	-8%	1%
32	51	-14%	0%

Next part.
No.	SMILES	AmpC inh no detg	AmpC inh detg	AMA1-RON2 inh	TbPYK inhibitor
33	Cc1ccc(N2CCN(C3=NC(=O)C(Cc4ccccc4)S3)CC2)cc1 (stereo unspecified)	10%	-8%	-4%[2.32 µM]	-11%
34	CNC(=O)COC(=O)[C@@H](Nc1ccc(S(=O)(=O)N2CCOCC2)cc1[N+](=O)[O-])C(C)C	43%	-11%	25%	2%
35	CC1(c2nnc(-c3ccc(Cl)cc3)o2)CC(c2ccc(Cl)cc2)=NO1 (stereo unspecified)	-26%	5%	14%	1%
36	Cc1ccc(C2CC(=O)NC3=C2C(=O)CCC3)cc1Br (stereo unspecified)	1%	1%	-2%	-6%
37	CCn1c(C)nc2cc(C(=O)NN=Cc3ccccc3OC(F)F)ccc21	-15%	·	9%	-8%
38	CCc1nc(SCc2ccc(OC)cc2)n[nH]1	-13%	-12%	10%	-1%
39	O=C(Cn1cc(COc2ccc3ccc(=O)oc3c2)nn1)c1ccc(O)cc1	·	·	6%	1%
40	Cc1ccccc1OCCSc1nc2ncnc(N)c2[nH]1	-41%	-13%	24%	0%

No.	HCMV antiviral	Sm TGR block	LmPK inh
33	-27	-2%	-2%
34	-9	-2%	-2%
35	-26	37%[activator]	3%
36	-23	3%	4%
37	-18	·	·
38	59	13%	-1%
39	16	·	·
40	1	10%	-3%

Four of the compounds above, as labelled records:
35) CC1(c2nnc(-c3ccc(Cl)cc3)o2)CC(c2ccc(Cl)cc2)=NO1 (stereo unspecified)
  AmpC inh no detg = -26%	AmpC inh detg = 5%	AMA1-RON2 inh = 14%	TbPYK inhibitor = 1%	HCMV antiviral = -26	Sm TGR block = 37%[activator]	LmPK inh = 3%
36) Cc1ccc(C2CC(=O)NC3=C2C(=O)CCC3)cc1Br (stereo unspecified)
  AmpC inh no detg = 1%	AmpC inh detg = 1%	AMA1-RON2 inh = -2%	TbPYK inhibitor = -6%	HCMV antiviral = -23	Sm TGR block = 3%	LmPK inh = 4%
37) CCn1c(C)nc2cc(C(=O)NN=Cc3ccccc3OC(F)F)ccc21
  AmpC inh no detg = -15%	AmpC inh detg = ·	AMA1-RON2 inh = 9%	TbPYK inhibitor = -8%	HCMV antiviral = -18	Sm TGR block = ·	LmPK inh = ·
38) CCc1nc(SCc2ccc(OC)cc2)n[nH]1
  AmpC inh no detg = -13%	AmpC inh detg = -12%	AMA1-RON2 inh = 10%	TbPYK inhibitor = -1%	HCMV antiviral = 59	Sm TGR block = 13%	LmPK inh = -1%

Other records follow.
No.	SMILES	AmpC inh no detg	AmpC inh detg	AMA1-RON2 inh	TbPYK inhibitor
41	CC(=O)c1c(N2CCN(C(=O)c3ccco3)CC2)nc(=S)n(-c2ccccc2)c1C	14%	-7%	-27%	-5%
42	COc1ccc(CSc2n[nH]c(C)n2)cc1Br	-23%	4%	27%	2%
43	COC(=O)c1c(NC(=O)C2CC2)sc(C(=O)Nc2ccccc2)c1C	25%	-17%	-4%	-22%
44	CCOc1ccc(/C(O)=C2\C(=O)C(=O)N(c3ccc(OC)cc3)C2c2ccccc2[N+](=O)[O-])cc1 (stereo unspecified)	-38%	-1%	-26%	3%
45	COc1ccc(N2C(=O)CC(N3CCC(O)(c4cccc(C(F)(F)F)c4)CC3)C2=O)cc1 (stereo unspecified)	43%[activator]	-9%	5%	4%
46	CC1C(=O)N(Cc2cn(CCC3OCCCO3)nn2)CCS(=O)(=O)N1Cc1ccc(-c2ccc(Cl)c(Cl)c2)cc1 (stereo unspecified)	·	·	-5%	4%
47	c1ccc2c(c1)CC1CNCc3cccc(c31)S2 (stereo unspecified)	-1%	-11%	-12%	1%
48	Cc1ccc(N2C(=O)N(CC(=O)Nc3c(C)cc(C)cc3Cl)C(=O)C2C)cc1 (stereo unspecified)	-25%	-9%	-5%	-7%

No.	HCMV antiviral	Sm TGR block	LmPK inh
41	-4	-30%	4%
42	10	-1%	1%
43	83	3%	1%
44	49	-2%	-10%
45	15	40µM*	1%
46	-92*	·	·
47	-6	-8%	-1%
48	-29	-5%	·

Next part
No.	SMILES	AmpC inh no detg	AmpC inh detg	AMA1-RON2 inh	TbPYK inhibitor
49	O=C(/C=C/c1ccoc1)c1ccccc1O	-22%	4%	-2%	-9%
50	NC(N)=Nc1nc2ccc(Cl)cc2c(=O)[nH]1	-4%	7%	6%	0%
51	Cc1cccc(C)c1NC(=O)C1CCCN1C(=O)NCc1ccccc1 (stereo unspecified)	16%	?	0%	0%
52	CCOc1ccccc1Nc1sc(C(=O)c2ccccc2)c(N)c1C(=O)Nc1ccc(F)cc1	·	6%	·	-1%

No.	HCMV antiviral	Sm TGR block	LmPK inh
49	20	-25%	-26%
50	-38	·	-4%
51	22	10%	0%
52	-32	0%	·
